# EPAC2 antagonist – antagonists of human EPAC2; actives 0.18% (n = 360,000); Q8WZA2; EPAC2 GEF exchange of Rap1B-BODIPY-GDP, fluorescence; Potency, µM (highest dose often 114 µM), without a hit: at the highest dose activity, negative = inhibition, most hits filed as inhibitors; note: potency is the fitted concentration of half-maximal effect; % is set by controls: 0 for no effect and ±100 for the full control effect; nearly all actives have a fitted effect of over 45% in size; many of its hits are not listed in these tables
# EPAC1 antag – blocks human EPAC1 exchange factor; O95398; EPAC1 GEF assay, Rap1b-BODIPY-GDP exchange fluorescence; Potency, µM (titrated, usually from 115 µM), without a hit: at the top dose activity change, negative = inhibition, actives largely listed as inhibitors; actives 0.14% (n = 360,000); AID 720709;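 note: potency is the fitted concentration of half-maximal effect; plate controls were vehicle for no effect and positive control for full effect; nearly all actives have a fitted effect of over 50% in size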
# WRN helicase inh – WRN helicase (human) inhibition; actives 0.46% (n = 360,000); WRN helicase unwinding, fluorescent forked duplex, kinetic; Potency, µM (highest dose often 114 µM), inactives show at the top dose activity change, negative = inhibition, hits mostly inhibitors; Q14191; note: potency is the fitted concentration of half-maximal effect; % is set by controls: 0 for no effect and ±100 for the full control effect; nearly all actives have a fitted effect of over 55% in size
#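 WRN at 20 nM final preincubated with compound 15 min at room temperature; reaction started with 100 nM fluorophore/quencher forked duplex oligonucleotide and 2 mM ATP final. Unwinding followed kinetically by red fluorescence (ex 525, em 598 nm).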
# PI5P4Ka inh – PI5P4K alpha (human) kinase inhibition; P48426; PI5P4Kalpha enzyme, ADP-Glo luminescence, 60 min; active compounds read low; max response, %; actives 1.2% (n = 330,000); AID 652105; active = max response of -50% or lower; inconclusive = between -30% and -50%; inactive = -30% or higher; note: value at the top dose of about 77 µM; % is set by controls: 0 for no effect and ±100 for the full control effect
# Target sequence (P48426 whole entry, looked up): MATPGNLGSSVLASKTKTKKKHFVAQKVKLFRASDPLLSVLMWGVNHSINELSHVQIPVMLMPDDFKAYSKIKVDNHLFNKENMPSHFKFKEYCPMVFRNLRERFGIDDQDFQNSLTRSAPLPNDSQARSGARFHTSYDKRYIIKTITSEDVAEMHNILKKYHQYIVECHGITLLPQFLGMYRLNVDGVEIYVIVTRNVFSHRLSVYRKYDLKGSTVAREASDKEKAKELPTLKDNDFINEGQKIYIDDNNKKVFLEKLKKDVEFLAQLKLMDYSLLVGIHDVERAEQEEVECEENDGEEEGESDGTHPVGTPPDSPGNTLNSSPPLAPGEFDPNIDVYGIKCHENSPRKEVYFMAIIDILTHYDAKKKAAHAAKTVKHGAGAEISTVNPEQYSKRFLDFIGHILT
#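 Single end-point luminescence (ADP-Glo) quantified ADP from PI5P4Kalpha turnover; ATP 5 microM final, 1 h at RT, 0.1% CHAPS and 0.28 mM EGTA in HEPES pH 7.4.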
# PLK1 PBD inh – inhibitors of human PLK1 polo-box domain binding. P53350. Plk1 PBD binding of FITC phosphopeptide, fluorescence polarization. Potency, µM, for inactives: max response, negative = inhibition, usual class: inhibitors. actives 2.8% (n = 360,000). AID 720504; note: potency is the fitted concentration of half-maximal effect; series mostly up to about 57 µM; % is set by controls: 0 for no effect and ±100 for the full control effect; nearly all actives have a fitted effect of over 65% in size
# Target sequence (P53350 whole entry, looked up, the tested form may be a part): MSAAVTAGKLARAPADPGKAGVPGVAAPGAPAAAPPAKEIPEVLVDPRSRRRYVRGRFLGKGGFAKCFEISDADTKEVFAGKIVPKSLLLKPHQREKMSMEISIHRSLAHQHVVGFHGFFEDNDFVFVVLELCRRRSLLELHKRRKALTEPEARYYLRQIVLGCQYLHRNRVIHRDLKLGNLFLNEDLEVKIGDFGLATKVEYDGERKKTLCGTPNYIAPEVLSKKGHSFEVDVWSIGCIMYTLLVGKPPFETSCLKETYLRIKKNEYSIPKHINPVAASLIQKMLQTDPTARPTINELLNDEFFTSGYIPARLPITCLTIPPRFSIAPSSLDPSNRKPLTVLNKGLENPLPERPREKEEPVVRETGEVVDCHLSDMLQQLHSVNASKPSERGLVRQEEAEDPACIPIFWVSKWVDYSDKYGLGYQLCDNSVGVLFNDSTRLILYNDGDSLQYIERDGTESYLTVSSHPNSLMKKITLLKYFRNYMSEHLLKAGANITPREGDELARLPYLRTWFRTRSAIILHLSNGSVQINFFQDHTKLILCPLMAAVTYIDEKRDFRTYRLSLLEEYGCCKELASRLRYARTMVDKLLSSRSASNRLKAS
# EPAC1 ag – EPAC1 (human) agonism; O95398; EPAC1 agonist qHTS, biochemical assay; response scale: 100% = response to 6.5 mM cAMP; Potency, µM (highest dose often 154 µM), for the others: at the top dose activation, hits mostly activators; actives 0.073% (n = 360,000); AID 720707; note: potency is the fitted concentration of half-maximal effect; nearly all actives have a fitted effect of over 60% in size
#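 Nucleotide exchange by EPAC1 (100 nM) on Rap1B–BODIPY-GDP (250 nM) in the presence of 50 uM GDP is tracked fluorescently at 480/540 nm over 30 min. Signals are normalized to a 6.5 mM cAMP control.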
# CCT modulator – modulators of cytosolic chaperonin (CCT/TRiC) activity. AID 651819. actives 0.3% (n = 360,000). purified chaperonin ATPase assay, HTRF ADP detection, 30 min. activity change, % (test concentration not listed), hits read low; in the data active = activity change below about -30%; note: % is set by controls: 0 for no effect and ±100 for the full control effect
#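 Enzyme 40 or 20 nM (batch-dependent) in Tris pH 7.4/KCl/MgCl2/DTT; cpd 76 uM single point; ATP 10 uM; 30 min 37 °C; Transcreener ADP HTRF detection, 30 min RT; ratio 665/615.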
# MmCpn inh – blocks the Methanococcus maripaludis chaperonin Mm-Cpn; Potency, µM (titrated, usually from 76.9 µM), without a hit: at the top dose activity, negative = inhibition, hits mostly inhibitors; purified Mm-Cpn ATPase, ADP Transcreener TR-FRET; actives 0.031% (n = 330,000); AID 504842; note: potency is the fitted concentration of half-maximal effect; % is set by controls: 0 for no effect and ±100 for the full control effect; nearly all actives have a fitted effect of over 80% in size
#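 ATPase turnover read by TR-FRET ADP competition (Eu cryptate antibody/ADP-d2, 665/590 nm): 10uM ATP final, 25nM Mm-CPN final, 30 min 37degC after 10-min compound preincubation, pH 7.4 Tris/KCl/MgCl2/DTT buffer.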
# * marks the source's active call; other numbers are inactive results; ? = inconclusive; nt = no result given; [ ] = another dose, or the depositor's remark. Unless noted, calls come from the whole dose curve; as a rule, active = well fitted curve in the direction sought with a large enough effect; inconclusive = small, poorly fitted or top-dose-only effect, or another doubt; inactive = no such curve, though single readings can be large; an effect the other way counts as inactive or inconclusive. A portion of the library (hit frequency here may not be typical).
No.	SMILES	EPAC2 antagonist	EPAC1 antag	WRN helicase inh	PI5P4Ka inh	PLK1 PBD inh	EPAC1 ag	CCT modulator	MmCpn inh
1	Cc1ccc2cc(C#N)c(SCC(=O)N3CCCC3)nc2c1	1%	-9%	-7%	4	1%	4%	2.4	0%
2	CCCOC(=O)c1ccc(Oc2cn[nH]c2-c2ccc(OC)cc2O)cc1	1%[57.1 µM]	-7%	-13%	-2	1%	15%	-2.1	-5%
3	Cc1c(Cl)cccc1NC(=O)CN1CCC(NC(=O)C2CCCCC2)CC1	1%	-2%	-6%	nt	-1%	-4%	-4.6	2%
4	O=C(O)CSc1ncnc2nc[nH]c12	0%	-1%	-4%	?	-5%	-2%	-0.1	1%
5	O=C1CCCN1CCCNC(=S)Nc1ccc(F)cc1	7%	-15%	-13%	2	?	-1%	-0.6	-4%
6	CCCOC(=O)CSC1=C(C#N)C(c2ccc3c(c2)OCO3)CC(=O)N1 (centres undefined)	6%	-8%	10%	-4	-2%	-3%	0.5	-3%
7	COC(=O)c1ccc(OCC(=O)Nc2ccccc2C(=O)NC2CC2)cc1	-9%	-3%	-8%	5	0%	-13%	-1.4	-2%
8	OC(CN1CCN(c2ccccn2)CC1)Cn1c2ccccc2c2ccccc21 (centres undefined)	-16%	-16%	-11%	3	-8%	5%	0.4	0%
9	CCOC(=O)c1ccc(N2CCN(c3ccccc3F)CC2)c(NC(=O)Nc2cccc(OC)c2)c1	-1%	12%	4%	-4	-11%	3%	-20	-5%
10	c1ccc(OCc2noc(CN3CC[C@@H]4CCCC[C@H]4C3)n2)cc1	-12%	-16%	-14%	2	-3%	5%	2.4	0%
11	COc1ccc(CCNC(=O)CSc2ccc(-c3ccco3)nn2)cc1OC	8%	-10%	3%[57.1 µM]	3	3%	7%	-1.6	?
12	CSCC[C@@H](C(=O)NCCCCCCCCCCC(=O)N1CCN(C(=O)OC(C)(C)C)CC1)n1cc(CCO)nn1	8%	8%	1%	6	2%	-10%	0.5	0%
13	Cc1c(NS(C)(=O)=O)cccc1-c1nc2cccnc2s1	-1%	12%	0%	4	-8%	3%	-0.5	2%
14	CSC1=NC2(CCCCC2)C2=C(CCCC2)N1	1%	11%	-5%	nt	-11%	5%	1.5	-2%
15	COc1ccc(-c2csc(Nc3cccnc3)n2)cc1OC	5%	3%	-8%	-1	-15%	4%	0.2	1%
16	COc1ccc2[nH]c3c(c2c1)CCN1C(=O)C(CC(=O)NCCc2ccccn2)C[C@H](C(=O)N2CCOCC2)[C@@]31CCC1CCCC1 (some centres undefined)	1%	-21%	1%	-27	30µM*	-3%	-0.3	0%
17	CCN(CC)S(=O)(=O)c1ccc(NC(=S)Nc2ccccc2)cc1	5%	6%	-3%	2	-30%	4%	-0.5	1%
18	O=C(Nc1ccc(NC(=O)C2CC2)cn1)c1ccccc1Cl	8%	11%	6%	-15	24µM*	-1%	2.1	1%
19	CC(C)n1cc(CN2CCC(n3nccc3NC(=O)C3CCCC3)CC2)cn1	16%	3%	1%	-4	3%	-13%	0.6	-2%
20	COc1ccc(Br)c(Cn2c(C)c(C(=O)NCc3ccc(F)cc3)sc2=O)c1	5%	-2%	0%[57.1 µM]	21	4%	6%	-0.6	nt
21	O=C(CNC(=O)c1cccs1)NCC(=O)OCc1ccc(Cl)cc1	-3%	5%	-4%	nt	-1%	5%	-6.5	3%
22	CCOC(=O)N1CCN(CC(=O)Nc2nccs2)CC1	4%	6%	12%	4	-2%	6%	0.6	nt
23	Cc1cc(N2CCN(S(=O)(=O)c3ccc(Cl)cc3)CC2)c2ccccc2n1	-9%	-2%	-14%	nt	-9%	17%	-4.0	-2%
24	O=c1[nH]nnc2c1sc1nc(N3CCOCC3)c3c(c12)CCCC3	-10%	-9%	-12%	-1	-14%	1%	1.3	nt
25	COc1cc(C2CC(=O)c3cnc(NC(=O)c4ccco4)nc3C2)cc(OC)c1OC (centres undefined)	-7%	8%	1%	8	-5%	5%	-5.9	2%
26	Nc1c(C(=O)c2ccc(Cl)cc2)sc2nc3c(cc12)CCC3	2%	3%	-11%	-4	2%	-4%	1.2	0%
27	CC(C)NC(=O)NC(=O)CSc1nncn1C	5%	6%	-14%	nt	-2%	3%	0.3	0%
28	CC(=O)C1=C(C)Nc2ncnn2C1c1ccc(F)cc1 (centres undefined)	5%	-13%	-2%	2	-12%	8%	-1.2	1%
29	Cc1ccc(NS(=O)(=O)c2ccc3[nH]c(=O)oc3c2)c(C)c1	-9%	1%	5%	-13	30µM*	-11%	-0.5	-2%
30	CCN(CC)S(=O)(=O)c1ccc(NC(=O)CNC2CCCCC2)cc1	4%	-4%	5%	-9	-13%	0%	-1.8	-16%

# Entries by screen from above.
# PI5P4Ka inh, compounds 14–20: nt, -1, -27, 2, -15, -4, 21

# (more compounds)
No.	SMILES	EPAC2 antagonist	EPAC1 antag	WRN helicase inh	PI5P4Ka inh	PLK1 PBD inh	EPAC1 ag	CCT modulator	MmCpn inh
31	CCCCN(C(=O)c1c(CC)noc1C)c1c(N)n(CCC)c(=O)[nH]c1=O	-2%	6%	-6%	-7	-5%	4%	0.2	2%
32	Cc1ccc(Nc2nc(-c3cccnc3)cs2)cc1C	4%	-27%	5%	0	-7%	4%	-0.3	-1%
33	CCc1nnc(NC(=O)c2ccc(OC)cc2)s1	4%	11%	0%	-3	-2%	1%	-2.4	-5%
34	CCOc1ccc(NC(=S)NN(C)C(=S)Nc2ccc(OCC)cc2)cc1	-3%	?	-14%	-12	?	3%	0.0	-2%
35	CCN1CCCC1Cn1cnc2c([nH]c3ccc(OC)cc32)c1=O (centres undefined)	3%	-4%	2%	1	-3%	0%	-1.0	-3%
36	N#Cc1c(-c2ccco2)cc(-c2ccc(F)cc2)nc1N	27%	-9%	?	-64*	?	12%	0.0	-2%
37	COCCNC(=O)C(=O)NNS(=O)(=O)c1ccc2ccccc2c1	11%	4%	5%	-25	19µM*	9%	0.0	1%
38	O=S(=O)(c1ccc(Br)cc1Cl)N1CCCN(c2ccc(C(F)(F)F)cn2)CC1	-1%	-19%	-8%	20	-6%	5%	-1.0	4%
39	CCC(C)Sc1ccc([C@H]2N[C@@](CC(C)C)(C(=O)OC)[C@H]3C(=O)N(C)C(=O)[C@@H]23)cc1 (some centres undefined)	-21%	-16%	?	-4	-10%	-17%	0.9	-1%
40	O=C(CSc1ncn(-c2ccccc2)n1)Nc1nc2ccccc2s1	-24%	-5%	-2%	nt	-23%	30%	-5.7	0%
41	O=C(CCNS(=O)(=O)/C=C/c1ccccc1)NCCc1c[nH]c2ccccc12	3%	11%	-5%	-3	1%	-1%	-1.6	-2%
42	COc1ccccc1C1NC(=O)CS1 (centres undefined)	-2%	7%	-7%	6	-5%	14%	-1.1	5%
43	CCN(CC(=O)NC(C)C)C(=O)[C@@H](NC(=O)c1ccco1)C(C)C	?	-3%	-2%	5	0%	11%	0.3	0%
44	CN1CCN(C(=O)c2ccc(S(=O)(=O)c3ccc(Br)cc3)cc2)CC1	14%	-8%	11%	2	-18%	-3%	-0.8	0%
45	COc1ccc(C[C@H]2CN3C(=NC[C@@H]3C(C)C)N2C[C@H](C)NC(=O)c2ccc(C)c(Br)c2)cc1	5%	-6%	-4%	-4	?	-3%	-4.8	nt
46	CC(NC(=O)c1ccco1)C(c1cccs1)N1CCN(c2ccccc2)CC1 (centres undefined)	5%	-9%	-1%	6	-6%	12%	-1.1	-2%
47	N#CCSc1ncnc2c1cnn2CCO	1%	-12%	4%	-9	-10%	2%	-5.3	1%
48	Clc1ccc(C[n+]2cc(-c3ccccc3)n3c2CCC3)cc1	10%	13%	-29%	5	0%	1%	1.0	0%
49	Cc1ccc(S(=O)(=O)N(C)c2ccc(C(=O)Nc3cccnc3)cc2)cc1	-6%	11%	-13%	5	15%	-8%	-0.5	-4%
50	COc1ccc(C2c3[nH]c4ccccc4c3C[C@H]3C(=O)N(CC(C)C)CC(=O)N23)c(OC)c1 (some centres undefined)	0%	-13%	0%	-2	4%	-4%	-1.9	-1%
51	CSCC(=O)N1CCCC(C(=O)c2cc(F)ccc2F)C1 (centres undefined)	-14%	4%	0%	1	-18%	4%	-2.7	4%
52	CCOc1ccc(NC(=O)CSc2nc3ccccc3c(=O)n2Cc2cccs2)cc1	-1%	4%	7%	-7	-5%	5%	-0.4	2%
53	Cc1oc(-c2cccc(Cl)c2)nc1CN1CCC(C(=O)NCc2ccco2)CC1	3%	5%	1%	1	-10%	5%	-0.5	-9%
54	CCc1cc2ccc(C)cc2nc1SCC(=O)NC1CCCC1	5%	?	-3%	2	-12%	4%	-0.6	1%
55	CCCS(=O)(=O)c1nc(S(=O)(=O)c2ccc(C)cc2)c(N2CCN(C)CC2)s1	-4%	23%	-1%	-1	-10%	3%	-0.7	2%
56	O=C(NCc1nnc2n1CCCCC2)c1ccc(Cl)cc1Cl	8%	4%	1%	-2	-2%	-5%	-1.0	-3%
57	Cc1ccc(NS(=O)(=O)c2ccc(CCC(=O)N3CCOCC3)cc2)cc1	-1%	1%	0%	-11	-11%	11%	-2.7	4%
58	COC(=O)c1ccc(C2C(C#N)=C(N)Oc3cc(N)ccc32)cc1 (centres undefined)	-17%	-7%	-12%	0	3%	10%	-4.4	-4%
59	Cc1cc(=O)[nH]c(SCC(=O)c2ccccc2)c1C#N	2%	8%	-11%	-5	-6%	0%	-3.5	-1%
60	COC(=O)Nc1ccc(S(=O)(=O)NCc2ccccn2)cc1	4%	-19%	-8%	1	-7%	0%	3.7	1%
61	CC(=O)c1ccc(Nc2nc(C(N)CCc3ccccc3)cs2)cc1 (centres undefined)	12%	-11%	-10%	14	1%	-5%	0.5	nt
62	CC(=O)c1ccc(Nc2nc(C(N)Cc3ccc(N)cc3)cs2)cc1 (centres undefined)	2%	-6%	-23%	-18	-14%	3%	-1.7	nt
63	CCOc1ccccc1N(C(=O)CNC(=O)c1ccco1)C(C(=O)NC(C)(C)C)c1ccncc1 (centres undefined)	7%	-4%	2%	-1	-10%	3%	-1.9	1%
64	CCCCn1c(=N)n(CC(O)COc2cccc(C)c2)c2ccccc21 (centres undefined)	8%	7%	4%	nt	-1%	4%	-13	2%
65	CC(=O)c1cc2c(ccc3ccccc32)oc1=O	9%	-2%	-5%	1	-8%	7%	-4.5	-3%
